S3 lipid droplet: qHTS Assay for Lipid Storage Modulators in Drosophila S3 Cells; Drosophila S3 cells, BODIPY lipid droplet fluorescence, 18-24 h; cells fed with added oleic acid; 320,000 compounds, 0.64% hits; lipid storage change, negative = inhibition, % at the top dose, mostly 46.1 µM; hits show Potency in µM; AID 2685, 2010; active means well fitted inhibition curve with a large enough effect in the signal ratio, with a control signal flat, not every such curve was filed as active; inconclusive means small, poorly fitted or top-dose-only effect, or effect the other way, or a change in a side signal; the % refers to the signal ratio
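Drosophila S3 cells got compounds at several concentrations plus oleic acid (400 uM solution). Laser-scanning cytometry with 488 nm excitation read lipid droplets at 500-530 nm and cells at 575-640 nm. Percent activity was relative to 20 uM Triacsin C.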
S3 lipid droplet cell count max: also measured in S3 lipid droplet; calls as there; cell number change, %; measured here: cell count max response;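 cells counted by Cell Tracker Red CMTPX staining in the red channel; peak over a dose series mostly up to 46.1 µM; percent activity relative to internal control wells on each plate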
Starred values were filed as active, the others as inactive; i = inactive; ? = inconclusive; / = no result given; & = joins results of further samples. On the % scale 0 is the no-effect control and ±100 the full control effect; potency means the concentration at half of the fitted maximal effect. A portion of the library; the hit share may differ from the screen's.

The line under a structure holds: S3 lipid droplet | S3 lipid droplet cell count max
COc1cccc(C(C(=O)NC2CCCC2)N(CCC(C)C)C(=O)CCC(=O)Nc2cc(C)on2)c1 (centres undefined)
  -3% | -8
COC(=O)c1cc2ccccc2n1S(=O)(=O)c1ccccc1
  13% | 11
Cc1nnc(SCc2ccc(F)cc2)n1NC/C=C/c1ccccc1
  ? | /
CCOC(=O)COc1ccc2c(c1)C(=O)CC1(CCCCC1)O2
  ? | /
COc1ccc(Cl)cc1C(=O)NCc1cnn(C)c1C
  9% | 8
CN(C)CCC(c1ccc(Br)cc1)c1ccccn1 (centres undefined)
  -2%&-11% | -12&-28
COC(=O)c1oc2c(c1C)C(=O)CC(C)(C)C2
  ? | /
Cc1c(NS(=O)(=O)c2ccc3[nH]c(=O)[nH]c3c2)c(=O)n(-c2ccccc2)n1C
  ? | /
Cc1ccc(-c2nnn(CC(=O)N(CC(=O)NC3CCCCC3)c3ccc(F)c(Cl)c3)n2)o1
  ? | /
CN1CCN(c2nc3c(c(=O)n(C)c(=O)n3C)n2Cc2cccc(Br)c2)CC1
  ? | /
COC(=O)c1cc(NC(=O)CN2CCN(C(C)=O)CC2)cc(C(=O)OC)c1
  -5% | 15
COc1ccc(Cl)cc1C(=O)OCC(=O)N(CC(C)C)c1c(N)n(Cc2ccccc2)c(=O)[nH]c1=O
  ? | /
Cc1ccc(-n2c(SCc3nc4ccccc4[nH]3)nnc2-c2ccncc2)cc1
  ? | /
COc1ccc(S(=O)(=O)N2CCSC2c2ccccc2)cc1 (centres undefined)
  i | /
O=C(Nc1ccc(S(=O)(=O)Nc2cnc3ccccc3n2)cc1)c1ccc([N+](=O)[O-])cc1Cl
  i | -23
CCC(Sc1ccc2nnc(-c3ccc(OC)c(OC)c3)n2n1)C(=O)O (centres undefined)
  ? | /
CCC(c1c(C)[nH]oc1=O)c1c(C)[nH]oc1=O
  ? | /
CC1(C)Cc2c(cnn2-c2ccc(F)cc2)C(NC(=O)CCn2cncn2)C1 (centres undefined)
  12% | -13
COc1ccc(Br)cc1/C=N/n1c(COc2ccccc2)n[nH]c1=S
  12% | 12
CN1/C(=C/C2CC(=O)NC2=O)C(C)(C)c2ccccc21 (centres undefined)
  ? | /
Cc1cccc(C)c1OCCN1CCOCC1
  ? | /
CCOc1cc(C(=O)Nc2cc(=O)n(C)c(=O)n2C)cc(OCC)c1OCC
  ? | /
CCc1cc(=O)oc2cc(OCC(=O)NCC3CCC(C(=O)O)CC3)ccc12 (centres undefined)
  ? | /
CCC1Oc2ccccc2N(CC(=O)NCCCN2CCN(Cc3ccccc3)CC2)C1=O (centres undefined)
  ? | /
COCCNC(=O)C(OC(=O)CC1Sc2ccccc2NC1=O)c1ccccc1 (centres undefined)
  -11% | -25
CC(C)(C)c1cc(P(=O)(c2ccccc2)c2ccccc2)ccc1O
  3% | -3
Cc1ccc(C(=O)c2oc3ccccc3c2NC(=O)c2cc(-c3cc(C)ccc3O)n[nH]2)cc1
  ? | /
CCOc1ccc(Br)cc1S(=O)(=O)Nc1ccccc1N1CCOCC1
  11% | -19
COc1ccccc1N=NC1C(=O)N(C(N)=S)N=C1C (centres undefined)
  ? | /
CCOc1ccc(N=C(C)C2=C(O)c3ccccc3C2=O)cc1
  ? | /

Following part
The line under a structure holds: S3 lipid droplet | S3 lipid droplet cell count max
COc1ccc(CNC(=O)C2CCCN(S(=O)(=O)c3ccc4c(c3)CCCN4C(C)=O)C2)cc1 (centres undefined)
  13% | 9
CC(=O)c1ccc(N(C(=O)CNC(=O)c2ccco2)C(C(=O)NC2CCCC2)c2ccncc2)cc1 (centres undefined)
  ? | /
Cc1ccc(NC(=O)COc2ccc(-n3ccnc3)cc2)cc1Cl
  ? | /
Cc1ccc(-c2nc(C3CCN(S(=O)(=O)c4ccc(C(C)(C)C)cc4)CC3)no2)cc1
  ? | /
Cc1ccc(Oc2ccccc2/C=C/C(=O)O)cc1
  ? | /
CCN(CC)CCn1c(=S)[nH]c2cc(Cl)ccc2c1=O
  2% | 2
O=C(O)/C=C\C(=O)Nc1cc(O)ccc1[N+](=O)[O-]
  ? | /
CCOC(=O)CSc1nc2cc(C(=O)N3CCC(C(N)=O)CC3)ccc2c(=O)n1C1CCCCC1
  1% | 12
O=Cc1c(N2CCC3(CC2)OCCO3)nc2ccccn2c1=O
  7% | 20
CN(C)c1ccc(C(c2ccc(N(C)C)cc2)c2ccc([N+](=O)[O-])cc2)cc1
  ? | /
CC(=O)c1cccc(NC(=O)c2ccc(OC3CSC3)cc2)c1
  -2% | 15
CC(=O)N=c1c(C#N)cc2c(=O)n3cccc(C)c3nc2n1CCCOC(C)C
  5% | 13
CN(Cc1ccco1)S(=O)(=O)c1cc(F)ccc1CN1C(=O)c2cccnc2C1=O
  ? | /
COc1ccc(C2=NN(C(=O)CN3CCCC3)C(c3ccc(OC)cc3)C2)cc1 (centres undefined)
  ? | /
Cc1[nH]c2ccccc2c1/C=N/Nc1nc(Nc2ccc(F)cc2)nc(N2CCOCC2)n1
  i | 0
COc1cc2ncnc(Nc3ccc4c(c3)OCO4)c2cc1OC
  0% | -3
Cc1ccc(NC(=O)CN2C(=O)NC(C)(C)C2=O)cc1S(=O)(=O)N1CCCCCC1
  ? | /
CCn1nc(C)c(NC(=O)/C=C/c2cnn(C)c2C)c1C
  9% | -8
C=CCNc1nnc(Cl)c2ccccc12
  ? | /
CCOC(=O)c1c(C)[nH]c(C)c1C(=O)COC(=O)CCOc1ccccc1OC
  ? | /
COc1cc(/C=N/NC(=O)c2cc(-c3ccccc3OC(C)C)nc3ccccc23)ccc1O
  ? | /
COc1cccc(NC(=O)c2cncs2)c1
  -4% | 4
CCn1c(=O)n(CC(=O)NCC2CCCO2)c(=O)c2c3c(sc21)COC(C)(C)C3 (centres undefined)
  -19% | /
Cc1nn(C(C)CC(=O)O)c(C)c1C (centres undefined)
  23µM* | /
Cc1ccc(NC(=O)CSc2n[nH]c(-c3ccco3)n2)c(C)c1
  ? | /
Cc1ccccc1NC(=O)COC(=O)C1(C)CC1(Cl)Cl (centres undefined)
  22% | 13
Cc1cn(Cc2ccccc2)c(=O)[nH]c1=O
  -2% | -6
Cc1cc(-c2csc(NC(=O)c3ccc(=O)n(C)n3)n2)c(C)n1CC1CCCO1 (centres undefined)
  4% | -5
COC(=O)Cc1ccc(NC(=S)NCc2ccc(F)cc2)cc1
  10% | 17
O=c1[nH]c(Cc2cccs2)nc2scc(-c3ccc(Cl)cc3)c12
  -4% | 13

Continuation.
The line under a structure holds: S3 lipid droplet | S3 lipid droplet cell count max
CC(CC(=O)N1CCN(S(=O)(=O)c2ccc(Cl)cc2)CC1)n1cncn1 (centres undefined)
  ? | /
CC1(C)OCC(COC(=O)Nc2cccnc2)([N+](=O)[O-])CO1
  ? | /
Nc1ccc(Cl)c(-c2nc3ncccc3o2)c1
  -11% | 21
CC(=O)c1ccc(NS(=O)(=O)c2cc(-c3cnc(C4CC4)o3)ccc2C)cc1
  ? | /
Cc1ccc(S(=O)(=O)n2cnc(C)c2)cc1
  i | -6
Cc1nn(-c2ccccc2)c(Cl)c1/C=N\NC(=O)c1cncc(Br)c1
  10% | -3
O=C(NCc1cccc(Cl)c1)c1ccc2ccccc2n1
  ? | /
COc1cc(/C=N/NC(=O)C(N)=O)cc(OC)c1O
  ? | /
O=C(CSc1nnc(-c2ccco2)n1-c1ccccc1)N1CCN(C(=O)c2ccco2)CC1
  ? | /
CCc1c(C)nc(N)n2c(SCC(=O)N3CCCC(C)C3)nnc12 (centres undefined)
  ? | /
COC(=O)c1[nH]c(C)c(/C(O)=C2\C(=O)C(=O)N(CCN(C)C)C2c2cccs2)c1C (centres undefined)
  ? | /
CCOC(=O)Cn1c(=O)cc(C)c2cccc(C)c21
  ? | /
O=C(Nc1cccs1)Nc1c(F)cc(F)cc1Br
  ? | /
CCN1C(=O)c2ccccc2Sc2ccc(C(=O)NCCN3CCOCC3)cc21
  3% | 9
Cc1ccc(NC(=O)COC(=O)CSC(=S)N2CCOCC2)cc1C
  6% | 2
COc1cccc(C(c2ccccc2)N2C3CCC2CN(S(=O)(=O)c2ccc(F)cc2)CC3)c1 (centres undefined)
  ? | /
O=C(c1cc(S(=O)(=O)N2CCCCC2)ccc1N1CCOCC1)N1CCN(Cc2ccccc2)CC1
  ? | /
CC(C)CC(N)c1cn([C@@H](CCC(=O)O)C(=O)N2CCNCC2)nn1 (some centres undefined)
  4% | 20
Cn1cccc1/C=C1\SC(=Nc2ccccc2)NC1=O
  -3% | -19
COc1ccccc1Nc1nc(-c2c(C)nc3ncccn23)cs1
  -29% | -10
N#CC(=C1CCCC1)c1nc(-c2ccccc2)cs1
  ? | /
Cc1ccc(-n2ncc(C(=O)N3CCc4ccccc4C3)c2NC(=O)c2ccco2)cc1C
  -6% | /
CC(C)(C)NC(=O)C(c1ccc(F)cc1)N(CC1CCCO1)C(=O)CCC(=O)Nc1ccccn1 (centres undefined)
  ? | /
CCOc1ccc(CN(C)C(=O)c2cccnc2OCC)cc1OC
  ? | /
CC1CC(C)CN(CC(C)(C)NS(=O)(=O)c2ccccc2)C1 (centres undefined)
  3% | 3
COC(=O)c1ccc(COc2ccc3ccc(=O)oc3c2)o1
  7% | 9
CCOc1ccc(N2CC(C(=O)NCCN3C(=O)S/C(=C\c4ccc(OC)cc4)C3=O)CC2=O)cc1 (centres undefined)
  -3% | -18
CCc1c(C)nc(SCC(=O)N2CCN(c3ccccc3OC)CC2)[nH]c1=O
  ? | /
CCc1cccc(C)c1N(C(=O)Cn1c(=O)[nH]c2ccccc21)C(C)COC (centres undefined)
  i | -17
O=C(CN1CCN(CCOCCO)CC1)N1c2ccccc2Sc2ccc(Cl)cc21
  6% | -1

(further entries)
The line under a structure holds: S3 lipid droplet | S3 lipid droplet cell count max
COc1ccc(Cl)cc1C(=O)O/N=C(\N)c1ccc(Cl)cc1
  ? | /
COc1ccc(OCC(=O)Nc2ccc(N3CCN(C(=O)c4ccccc4C)CC3)cc2)cc1
  2% | 24
CCOC(=O)c1ccc(NC(=S)NC2CC(C)(C)NC(C)(C)C2)cc1
  -19% | 17
Cc1[nH]c(C)c(S(=O)(=O)Nc2cccc(Cl)c2C)c1C(=O)N1CCCC1
  ? | /
O=C(Cc1ccccc1)NCC(=O)Nc1cc(Cl)ccc1Cl
  ? | /
Cc1ccc(C(=O)/C=C/c2ccc(Br)cc2)o1
  9% | -13
COC(=O)c1ccsc1NC(=O)CN1CCN(c2ncccn2)CC1
  i | 25
CCCN1CCc2c(sc(NC(=O)CCS(=O)(=O)c3ccccc3)c2C(=O)OC)C1
  ? | /
O=C(O/N=C1\CCCCC1c1ccc([N+](=O)[O-])cc1[N+](=O)[O-])c1c(F)cccc1F (centres undefined)
  -21% | 5
O=C(NCc1ccco1)c1csc2c1CCCCC2
  i | 21
CC(C)c1ccc(C(=O)NNC(=O)c2n[nH]c(=O)c3ccccc23)cc1
  ? | /
O=C(COC(=O)CCc1ccc(S(=O)(=O)N2CCOCC2)cc1)NCc1ccccc1
  5% | 8
Cc1ccc(CSCCNC(=O)c2ccccc2)cc1
  ? | /
O=C(CN1CCN(S(=O)(=O)c2ccc(Cl)cc2)CC1)c1ccc(O)c(O)c1
  ? | /
O=C(Nc1ccc(S(=O)(=O)N2CCOCC2)cc1)c1ccc(Cl)cc1
  ? | /
CCN1CCC(NC(=O)Nc2ccc(F)cc2F)CC1
  -9% | 17
Cc1cc(NC(=O)CCC(=O)N(CC(=O)NCC2CCCO2)c2cccc(F)c2)no1 (centres undefined)
  ? | /
Cc1ccccc1NC(=S)NC(NC(=O)c1ccccc1C)C(Cl)(Cl)Cl (centres undefined)
  ? | /
CC(C)C12CCC(C(=O)O)C(C1)C(=O)O2 (centres undefined)
  ? | /
CC1(C)CC(N=Cc2c(O)n(Cc3ccc4c(c3)OCO4)c(=O)c3ccccc23)CC(C)(C)N1
  ? | /
COC(=O)c1ccccc1NC(=O)Cn1cnc2cc(C)c(C)cc21
  ? | /

From PubChem
